Vif-APOBEC3G blk = inhibitors of Vif-APOBEC3G interaction. Q9HC16. HeLa A3G-eYFP + Vif (tagged APOBEC3G with the HIV-1 protein that degrades it), YFP fluorescence, overnight. Potency, µM (titrated, usually from 46.1 µM), without a hit: at the highest dose activity, negative = active, usual class: inhibitors. 410,000 tested, 0.076% active;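 note: potency is the fitted concentration of half-maximal effect; % is set by controls: 0 for no effect and ±100 for the full control effect; nearly all actives have a fitted effect of over 60% in size; hits raise eYFP signal because A3G escapes Vif-driven loss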
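Read-out is eYFP fluorescence (Ex 488/Em 500-530) from Vif-expressing HeLa A3G-eYFP cells; more signal means A3G escaped Vif-mediated degradation. Cells plated overnight, compound pinned in, incubated overnight at 37 deg C.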
RXFP1 ag = agonists of human relaxin receptor RXFP1; Q9HBX9; 370,000 tested, 0.3% active; Potency, µM (highest dose often 57.5 µM), for the others: at the top dose activation, actives largely listed as activators; AID 2676; HEK293T-RXFP1 cAMP TR-FRET, 30 min; response scale: percent of porcine relaxin response, buffer zero; note: potency is the fitted concentration of half-maximal effect; % is set by controls: 0 for no effect and ±100 for the full control effect; nearly all actives have a fitted effect of over 60% in size; many of its hits are not listed in these tables
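Agonist response is measured as cAMP accumulation in an RXFP1-transfected HEK293T line under PDE4 inhibition. Values are scaled between buffer-only and 29 nM porcine relaxin, and EC50s come from standard Hill equation fits.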
Glioma ERSR ind = inducers of ER stress response in human glioma cells. U87-MG GRP78 promoter luciferase reporter, 16 h. Potency, µM, for inactives: at the top dose activation, hits mostly activators. 420,000 tested, 0.02% active. AID 602332; note: potency is the fitted concentration of half-maximal effect; series mostly up to about 76 µM; % of control where 0% means no effect; nearly all actives have a fitted effect of over 35% in size
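Stably transfected U87-MG human glioma cells carrying a GRP78-based luminescent sensor were seeded at 1000 cells/well, pin-dosed with compounds and incubated 16 h. Luciferase reagent was then added, and end-point luminescence was read after 10 min at room temperature.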
Vif-APOBEC3F blk = Vif-A3F binding inhibition; HeLa A3F-eYFP + Vif (tagged APOBEC3F with the HIV-1 protein that degrades it), YFP fluorescence increase; Potency, µM (doses to about 46.1 µM), without a hit: at the highest dose activity, negative = active; 390,000 tested, 0.2% active; AID 602313; note: potency is the fitted concentration of half-maximal effect; % of control where 0% means no effect; nearly all actives have a fitted effect of over 65% in size
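HeLa cells stably expressing Vif plus C-terminally eYFP-tagged A3F were seeded, incubated overnight at 37 deg C, dosed with compound, incubated overnight again at 37 deg C. Yellow fluorescence (Ex 488/Em 500-530) reported blocked Vif-mediated A3F-eYFP degradation.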
PI4K2A inh = PI4K2A (human) kinase inhibition | activity change, negative = inhibition, % at 76.9 µM | purified PI4K2A, ADP-Glo luminescence, 1 h; hits give low values | Q9BTU6 | 420,000 tested, 0.13% active; in the data active = activity change below about -50%; inconclusive = mostly about -30% to -49%;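 note: -100% = wells without enzyme as full effect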
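Compounds are screened against recombinant PI4K2A using PI as substrate and ATP, the latter dispensed at 300 microM. Reactions run one hour at ambient temperature before ADP-Glo detection; full inhibition defined by wells lacking enzyme.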
IDH1 R132H inh = inhibitors of human mutant IDH1 R132H. O75874. IDH1-R132H enzyme, NADPH consumption, diaphorase/resazurin fluorescence. Potency, µM (series often up to 76.6 µM), inactives show at the top dose activity change, negative = inhibition, usual class: inhibitors. 390,000 tested, 0.093% active; note: potency is the fitted concentration of half-maximal effect; % is set by controls: 0 for no effect and ±100 for the full control effect; nearly all actives have a fitted effect of over 65% in size
Target sequence (O75874 whole entry R132H, stated change not applied): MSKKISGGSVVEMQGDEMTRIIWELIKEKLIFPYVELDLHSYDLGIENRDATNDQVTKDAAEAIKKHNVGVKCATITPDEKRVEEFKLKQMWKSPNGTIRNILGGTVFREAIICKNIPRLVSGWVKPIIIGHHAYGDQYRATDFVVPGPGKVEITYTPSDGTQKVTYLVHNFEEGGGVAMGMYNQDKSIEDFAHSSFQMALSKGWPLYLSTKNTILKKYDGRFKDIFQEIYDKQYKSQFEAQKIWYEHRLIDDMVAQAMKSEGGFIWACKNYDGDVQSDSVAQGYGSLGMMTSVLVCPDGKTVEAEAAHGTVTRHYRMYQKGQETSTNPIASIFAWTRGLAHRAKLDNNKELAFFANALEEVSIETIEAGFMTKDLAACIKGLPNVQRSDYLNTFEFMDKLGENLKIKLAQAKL
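IDH1-R132H (0.5 ug/mL) preincubated 30 min with compound, then NADPH (0.016 mM) and alpha-KG (2 mM) added; 80 min at RT, pH 7.5. Remaining NADPH coupled via diaphorase/resazurin to fluorescence (540/590 nm); concentration-response curves normalized to no-enzyme control.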
USP1-UAF1 inh = inhibitors of human USP1/UAF1 deubiquitinase | O94782 | recombinant USP1/UAF1, Ub-Rhodamine cleavage fluorescence | Potency, µM (series often up to 57.1 µM), inactives show at the highest dose activity change, negative = inhibition, hits mostly inhibitors | 390,000 tested, 0.23% active | AID 743255; note: potency is the fitted concentration of half-maximal effect; % is set by controls: 0 for no effect and ±100 for the full control effect; nearly all actives have a fitted effect of over 60% in size; inactives centre near -12
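Step one: compound is pinned into 1nM USP1/UAF1 in HEPES pH 7.8 buffer with TCEP. Step two: 15 min room-temperature incubation. Step three: Ub-Rho (150nM final) starts cleavage, tracked by fluorescence over six one-minute reads.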
LDHA block = blocks human lactate dehydrogenase A; activity change, % (values are at about 110 or 230 µM); 480,000 tested, 0.15% active; P00338; purified LDHA, NADH/diaphorase-resazurin fluorescence; hits give low values; in the data active = activity change below about -30%; inconclusive = mostly about -25% to -30%;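 note: plate controls were DMSO wells for no effect and wells without enzyme for full effect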
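Remaining NADH was detected by diaphorase (0.133 mg/mL) converting 37 µM resazurin to fluorescent resorufin, read at 0 and 20 minutes. The preceding 5-minute room-temperature reaction used 2 nM LDHA, 0.2 mM sodium pyruvate and 0.06 mM NADH at pH 7.4.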
TrxR1 substrate = rat thioredoxin reductase 1 substrate activity | purified TrxR1 substrate turnover, NADPH consumption readout | O89049 | 390,000 tested, 0.01% active | AID 588456 | Potency, µM (doses to about 114 µM), for the others: at the top dose activity change, negative = substrate turnover; note: potency is the fitted concentration of half-maximal effect; % is set by controls: 0 for no effect and ±100 for the full control effect; nearly all actives have a fitted effect of over 50% in size
Target sequence (O89049 whole entry, looked up): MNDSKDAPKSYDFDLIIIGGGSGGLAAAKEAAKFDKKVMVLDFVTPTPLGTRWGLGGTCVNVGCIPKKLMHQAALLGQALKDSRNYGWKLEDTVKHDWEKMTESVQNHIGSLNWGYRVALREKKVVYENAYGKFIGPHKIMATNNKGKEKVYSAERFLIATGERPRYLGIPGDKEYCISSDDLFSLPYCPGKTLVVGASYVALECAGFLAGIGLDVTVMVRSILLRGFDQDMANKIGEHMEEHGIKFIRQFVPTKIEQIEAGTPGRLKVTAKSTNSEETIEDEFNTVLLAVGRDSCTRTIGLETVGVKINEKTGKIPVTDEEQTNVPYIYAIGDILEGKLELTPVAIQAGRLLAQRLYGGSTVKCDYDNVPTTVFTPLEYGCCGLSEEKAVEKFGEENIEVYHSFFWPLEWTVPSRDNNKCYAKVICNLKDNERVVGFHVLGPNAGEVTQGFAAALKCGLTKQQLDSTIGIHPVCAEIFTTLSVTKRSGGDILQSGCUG
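Rat TrxR1, dispensed at 90 nM, was prereduced with 400 uM NADPH (final) for 5 min at ~22 deg C, then incubated with compound 15 min before 400 uM selenite. A first-read NADPH fluorescence drop versus no-compound background flagged substrates.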
An asterisk follows results filed as active; ? = inconclusive; / = not tested or not shown; & = joins results of further samples; [ ] = dose if it differs, or a comment. Unless noted, calls come from the whole dose curve; as a rule, active = well fitted curve in the direction sought with a large enough effect; inconclusive = small, poorly fitted or top-dose-only effect, or another doubt; inactive = no such curve, though single readings can be large; an effect the other way counts as inactive or inconclusive. A portion of the library; the hit share may differ from the screen's.

SMILES	Vif-APOBEC3G blk	RXFP1 ag	Glioma ERSR ind	Vif-APOBEC3F blk	PI4K2A inh	IDH1 R132H inh	USP1-UAF1 inh	LDHA block	TrxR1 substrate
Cc1cc(C)c2c(N)c(C(=O)c3ccccc3)oc2n1	-1%	0.5%	-4%	0%	-9	8%	-10%	1	-10%
CC(C)c1ccc(NC(=O)c2ccc(F)c(S(=O)(=O)N3CCc4ccccc43)c2)cc1	4%	1.6%	-2%	2%	6	9%	-21%	5	-2%[57.1 µM]
COc1ccc(/C=C/C(=O)NC2CCCCCCC2)cc1S(=O)(=O)N1CCOCC1	-26%	2.0%	10%	-10%	-2	1%	-7%	3	-5%
Cn1cnnc1SCC(=O)c1c(N)n(Cc2ccccc2)c(=O)n(C)c1=O	6%	3.8%	-1%	-10%	2	0%	?	-10	9%[57.1 µM]
NS(=O)(=O)c1ccc(CCNC(=O)C2CCN(S(=O)(=O)c3ccccc3)CC2)cc1	4%	3.3%	6%	1%	-11	-5%	-14%	-10	3%[57.1 µM]
NS(=O)(=O)c1ccc(NC(=S)Nc2ccc(S(=O)(=O)N3CCCC3)cc2)cc1	3%	-0.3%	-2%	16%	3	4%	-17%	-2	-3%[57.1 µM]
COC(=O)[C@]1(Cc2ccccc2)N[C@H](c2ccc(SC3CCCCC3)c(OC)c2)[C@@H]2C(=O)N(C)C(=O)[C@@H]21	-2%	/	-1%	-10%	-4	-6%	-23%	1	-3%[57.1 µM]
C=CCOc1ccc(/C(O)=C2/C(=O)C(=O)N(CCCn3ccnc3)C2c2cccs2)cc1 (stereo not drawn)	-2%	25%	-1%	-3%	-5	9%	-17%	2	-15%
CN(CC(=O)Nc1ccc(Cl)cc1)C(=O)c1cccc(S(=O)(=O)N2CCN(Cc3ccccc3)CC2)c1	-1%	0.6%	-5%	6%	-9	-8%	-23%	-2	-12%
C=CCN=C1S/C(=C\c2ccc(N(C)C)cc2)C(=O)N1CC=C	?	-2.7%	4%	?	-2	3%	-26%	4	-13%
COc1ccc(CCNC(=O)CN(C)S(=O)(=O)c2ccc3nc(C)sc3c2)cc1OC	0%	-0.3%	-3%	-6%	-1	-7%	-7%	-7	-9%
Cn1c(SCC(=O)OC2CCCCC2)nnc1-c1ccco1	0%	0.1%	-1%	/	3	1%	5%	-5	-1%
CCOc1ccc(NC(=O)c2ccc(N)cc2)cc1	-3%	-2.2%	-7%	-1%	-8	9%	-15%	0	3%
O=C(NCc1ccncc1)C(=O)N/N=C/c1ccccc1OCc1ccccc1	-11%	3.2%	0%	3%	0	-1%	-22%	-8	2%
Cc1cccc(NC(=O)C(=O)NCc2ccc3c(c2)OCO3)c1C	2%	-1.8%	-1%	11%	-6	4%	-12%	-7	6%[57.1 µM]
COc1cccc(NC(=O)CN(C)C(=O)C(CCSC)NC(=O)c2ccco2)c1 (stereo not drawn)	-1%	-1.1%	-1%	-9%	-4	-1%	-4%	-7	-6%
CCN1CCN(c2ccc(S(=O)(=O)N3CCCCC3)cc2NC(=O)/C=C/c2ccc(Cl)cc2)CC1	-23%	/	-8%	-18%	-1	6%	-3%	-1	0%
O=C(Nc1c2c(nc3ccccc13)CCCC2)c1ccccc1F	-10%	-0.1%	-3%	7%	-5	3%	-20%	-7	-18%[57.1 µM]
Cc1cc(NC(=O)COC(=O)CC2CCCC2)c([N+](=O)[O-])cc1C	0%	0.0%	-1%	3%	-3	0%	-12%	-4	-5%
CC1CCCCC1NC(=O)c1ccc(S(=O)(=O)N2CCCC2)cc1 (stereo not drawn)	-1%	1.5%	-5%	2%	-1	8%	-6%	-4	4%
CCOC(=O)c1cnc2c(ccc3ccccc32)c1Nc1ccc(Cl)cc1	1%	0.2%	-4%	-7%	3	22%	-17%	-4	4%
Cc1cc(Cl)c(S(=O)(=O)NCC2CCCO2)cc1OCC(=O)NC1CCCCC1 (stereo not drawn)	-4%	-0.6%	-3%	-8%	1	-4%	0%	0	-12%
COC(=O)c1c[n+]([O-])ccc1OC	-2%	/	-1%	/	6	/	/	-2	/
O=C(Cn1c(=O)oc2cc(S(=O)(=O)NCc3ccccc3)ccc21)Nc1cccc(F)c1	-3%	0.7%	-4%	7%	-2	-15%	-7%	-16	-5%
CCCCn1nc(NC(=O)c2cccc(Cl)c2)c2cc3cccc(C)c3nc21	/	1.1%	/	/	3	/	-21%	-4	25%
CCOC(=O)c1ccc2c(c1)nc(C1CCN(S(=O)(=O)c3cccs3)CC1)n2CC	0%	0.0%	-1%	-10%	-1	-5%	-10%	-3	-1%
Cc1ccc(C(=O)N/C(=C\c2cn(S(=O)(=O)N(C)C)c3ccccc23)C(=O)NCCCn2ccnc2)cc1	9%&-2%	0.0%&-0.6%	-5%&-2%	7%&-4%	-5&0	4%&1%	-14%&-28%	-1&-1	-14%[57.1 µM]
Nc1nc(-c2cccc(NS(=O)(=O)c3ccccc3)c2)cs1	0%	2.0%	-1%	4%	-1	10%	-12%	-6	11%
COc1cc(C=O)ccc1OCc1cn(CC(=O)c2ccc(O)cc2)nn1	-5%	/	-1%	7%	0	-8%	-3%	-1	-7%
O=C(N/N=C\C=C\c1ccc2c(c1)OCO2)C1COc2cc3ccccc3cc2O1 (stereo not drawn)	2%	0.5%	0%	3%	1	-1%	-3%	-8	9%[57.1 µM]
CCN(CC)N=Nc1[nH]nc2nc(C)cc(C)c12	-13%	-2.2%	0%	8%	-12	3%	-25%	-1	10%[57.1 µM]
COc1cccc(OCc2cc(C(=O)N3CCC(c4ccncc4)CC3)no2)c1	6%	0.4%	2%	1%	-1	20%	-13%	-4	4%
CCN(CC)C(=O)c1sc2c(c1C)c(=O)n(-c1ccc(C)c(C)c1)c(=O)n2Cc1cc(=O)n2c(C)cccc2n1	-1%	16%	-5%	-11%	-1	4%	?	-3	4%[57.1 µM]
CN(C)C(=O)Cn1cnc2c(cnn2-c2ccc(F)cc2)c1=O	-1%	0.6%	-3%	8%	5	-5%	-4%	-10	3%
Cc1cc(-c2c(C)[nH]n(-c3ccccc3)c2=O)n(-c2ccccc2)n1	2%	-4.3%	-2%	-1%	2	-1%	-3%	-10	2%
CC(C)CCNC(=O)c1cc2c(s1)-c1ccccc1S(=O)(=O)C2	-9%	3.7%	0%	-2%	7	0%	-25%	1	12%
Cc1c(Cl)cnc(NC(=O)COC(=O)CCC(=O)c2cccs2)c1Cl	-7%	0.3%	0%	-21%	0	12%	-4%	-6	13%[57.1 µM]
O=S(=O)(NCc1ccccn1)c1cc(C(F)(F)F)ccc1Cl	6%	3.5%	-6%	0%	4	-6%	-8%	0	-2%
COc1ccc(C(=O)OCC(=O)Nc2ccc(N3CCOCC3)cc2)cc1	0%	3.4%	-3%	1%	3	4%	-11%	1	11%
COc1ccccc1NC(=O)c1cc2c(CO)cnc(C)c2oc1=Nc1cccc(C(N)=O)c1	-5%	1.9%	-3%	12%	1	-4%	-24%	-3	-1%
CCCCC[C@H]1CN(Cc2ccccc2)C(=O)[C@@H]1CC(=O)NCc1ccccc1	-7%&-1%	-0.3%	-4%&-1%	3%	-2	-3%	-6%	3	4%[57.1 µM]
COc1ccc(C(=O)CSc2nnc(NC(=O)C3CC(=O)N(c4ccccc4C)C3)s2)cc1 (stereo not drawn)	1%	7.0%	-1%	1%	2	5%	-5%	-6	-9%
CCCn1c(SCCN2C(=O)c3ccccc3C2=O)n[nH]c1=O	0%	26%	-3%	-3%	4	0%	-6%	0	9%

Six neighbouring compounds from above, for reference:
SMILES	Vif-APOBEC3G blk	RXFP1 ag	Glioma ERSR ind	Vif-APOBEC3F blk	PI4K2A inh	IDH1 R132H inh	USP1-UAF1 inh	LDHA block	TrxR1 substrate
O=C(N/N=C\C=C\c1ccc2c(c1)OCO2)C1COc2cc3ccccc3cc2O1 (stereo not drawn)	2%	0.5%	0%	3%	1	-1%	-3%	-8	9%[57.1 µM]
CCN(CC)N=Nc1[nH]nc2nc(C)cc(C)c12	-13%	-2.2%	0%	8%	-12	3%	-25%	-1	10%[57.1 µM]
COc1cccc(OCc2cc(C(=O)N3CCC(c4ccncc4)CC3)no2)c1	6%	0.4%	2%	1%	-1	20%	-13%	-4	4%
CCN(CC)C(=O)c1sc2c(c1C)c(=O)n(-c1ccc(C)c(C)c1)c(=O)n2Cc1cc(=O)n2c(C)cccc2n1	-1%	16%	-5%	-11%	-1	4%	?	-3	4%[57.1 µM]
CN(C)C(=O)Cn1cnc2c(cnn2-c2ccc(F)cc2)c1=O	-1%	0.6%	-3%	8%	5	-5%	-4%	-10	3%
Cc1cc(-c2c(C)[nH]n(-c3ccccc3)c2=O)n(-c2ccccc2)n1	2%	-4.3%	-2%	-1%	2	-1%	-3%	-10	2%
